Assay outcomes: PubChem BioAssay, National Center for Advancing Translational Sciences (NCATS)
BLM helicase inh: qHTS Assay for Inhibitors of Bloom's syndrome helicase (BLM). RecQ-like DNA helicase BLM (Homo sapiens), P54132. AID 2528, 2010. 350,000 compounds, 0.2% hits. recombinant BLM DNA unwinding, fluorescence dequenching. Potency, µM (doses to about 56.1 µM), inactives show at the highest dose activity change, negative = inhibition, actives largely listed as inhibitors;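 further: plate controls were vehicle for no effect and no enzyme for full effect; nearly all actives have a fitted effect of over 35% in size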
POLK inh: qHTS for Inhibitors of Polymerase Kappa. AID 588579, 2011. purified Pol kappa, fluorescent DNA synthesis assay, 10 min. Potency, µM (highest dose often 107 µM), without a hit: at the top dose activity, negative = inhibition, most hits filed as inhibitors. 400,000 compounds, 0.53% hits
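50 nM final substrate added after 15 min RT preincubation of 10 nM Pol kappa with compound; fluorescence read at 0 and 10 min.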
* = called active by the depositor; ? = inconclusive; . = not tested or not shown; & = joins results of further samples; [ ] = dose if it differs, or a comment. The call rests on the fitted dose curve; in most records, active means well fitted curve in the direction sought with a large enough effect; inconclusive means small, poorly fitted or top-dose-only effect, or another doubt; inactive means no such curve, though single readings can be large; an effect the other way counts as inactive or inconclusive. Unless noted, on the % scale 0 is the no-effect control and ±100 the full control effect; potency means the concentration at half of the fitted maximal effect.

SMILES | BLM helicase inh | POLK inh
Oc1ccc2ccccc2c1SSc1c(O)ccc2ccccc12 | . | 0%[60.1 µM]
NC(=O)c1ccc2[nH]ccc2c1 | . | 7%[60.1 µM]
C[C@H]1O[C@@H](n2cc(F)c(=O)[nH]c2=O)[C@H](O)[C@H]1O | . | -1%[60.1 µM]
CCCCC#Cc1nc(NC)c2ncn([C@@H]3O[C@H](CO)[C@@H](O)[C@H]3O)c2n1 | . | -2%[60.1 µM]
C=C1C[C@@]23CC[C@H]4[C@@](C)(CCC[C@@]4(C)C(=O)OC4OC(CO)C(O)C(O)C4O)[C@@H]2CC[C@]1(OC1OC(CO)C(O)C(O)C1OC1OC(CO)C(O)C(O)C1O)C3 (some centres undefined) | . | 1%[60.1 µM]
COc1cc2ccccc2cc1C(=O)OCC(=O)Nc1ccc(Br)cc1 | . | 89µM*
COc1ccc(-c2nc3ccc(C4=C(C)CC(=O)NN4)cc3[nH]2)cc1 | . | -2%[19.4 µM]
Cc1cccc(-c2[nH]c(C(C)(C)C)nc2-c2ccc3nccnc3c2)n1 | . | 2%[60.1 µM]
O=C1NC(=O)/C(=C/c2ccc3nccnc3c2)S1 | . | -1%[60.1 µM]
COc1ccc2c(c1)CCC1C2CC[C@@]2(C)C1CC[C@@H]2NCCCCCCN1C(=O)CCC1=O (some centres undefined) | . | -18%[60.1 µM]
CCOC(=O)C(CS)NCCN[C@@H](CS)C(=O)OCC (some centres undefined) | 4% | 0%[19.4 µM]
O=C(O)CC/C=C\CC[C@@H]1[C@@H](N2CCCCC2)[C@@H](O)C[C@@H]1OCc1ccc(-c2ccccc2)cc1 | -3% | -9%[19.4 µM]
CC(C)C[C@@H](NC(=O)[C@@H](Cc1ccccc1)NC(=O)c1cnccn1)B(O)O | 2% | -5%[19.4 µM]
CCOc1ccc(S(=O)(=O)O)c2cccnc12 | -11% | -1%[19.4 µM]
CCCCCCCCCCCCCCCCCC(=O)OC[C@@H](O)[C@H]1OC[C@H](O)[C@H]1O | 1% | 0%[60.1 µM]
CC(C)CCCCCCc1ccc(O)cc1 | -6% | -10%[19.4 µM]
C[N+]1(C)[C@@H]2CC(OC(=O)C(O)(c3cccs3)c3cccs3)C[C@H]1[C@@H]1O[C@@H]12 (some centres undefined) | -4% | 8%[19.4 µM]
CC1(C)SC2[C@@H](N=CN3CCCCCC3)C(=O)N2[C@H]1C(=O)O (some centres undefined) | -4% | -7%[60.1 µM]
O=C1CCC(=O)N1CO | 3% | -2%[19.4 µM]
FC(F)(F)C(F)(F)C(F)(F)C(F)(F)C(F)(F)F | 5% | 3%[19.4 µM]
NCCCC(N)CC(=O)NCC1NC(=O)C(CO)NC(=O)C(N)CNC(=O)C(C2CCN=C(N)N2)NC(=O)/C(=C/NC(N)=O)NC1=O (centres undefined) | 56%[activator] | 4%[19.4 µM]
CC(C)CN(C[C@@H](O)[C@H](Cc1ccccc1)NC(=O)O[C@H]1CO[C@H]2OCC[C@H]21)S(=O)(=O)c1ccc(N)cc1 | 2% | -2%[19.4 µM]
CC12CCC(C[N+](C)(CCC[N+](C)(C)C)C1)C2(C)C (centres undefined) | -13% | 5%[19.4 µM]
CO/N=C(/C(=O)N[C@@H]1C(=O)N2C(C(=O)O)=C(CSc3nnnn3C)CS[C@H]12)c1csc(N)n1 | -1% | -5%[19.4 µM]
CC(O)C(O)[C@H]1CNc2nc(N)[nH]c(=O)c2N1 (some centres undefined) | 7% | -1%&1%[60.1 µM]
The list goes on.
SMILES | BLM helicase inh | POLK inh
CC1=CCC(C(C)(C)O)CC1 (centres undefined) | -10% | -3%[60.1 µM]
O=C1CSC2(CCN(CCCN3c4ccccc4Sc4ccc(Cl)cc43)CC2)N1 | 2% | -4%[60.1 µM]
CC(=O)NCCCS(=O)(=O)O | -5% | 6%[19.4 µM]
C[C@]12C=CC(=O)N[C@@H]1CC[C@@H]1C2CC[C@]2(C)C(C(=O)Nc3cc(C(F)(F)F)ccc3C(F)(F)F)CC[C@@H]12 (some centres undefined) | 4% | -6%[60.1 µM]
CC1=C(/C=C/C(C)=C/C=C/C(C)=C/C(=O)Oc2c(C)c(C)c3c(c2C)CC[C@@](C)(CCC[C@H](C)CCC[C@H](C)CCCC(C)C)O3)C(C)(C)CCC1 | -1% | 1%[19.4 µM]
CC(C)C[C@@H](NC(=O)[C@H](Cc1ccccc1)NC(=O)c1cnccn1)B(O)O | -2% | 5%[19.4 µM]
N#Cc1c(N(CC(=O)O)CC(=O)O)sc(C(=O)O)c1CC(=O)O | 2% | 3%[19.4 µM]
Nc1nc(Cl)nc2c1ncn2[C@@H]1O[C@H](CO)[C@H](O)C1F (some centres undefined) | -9% | 1%[60.1 µM]
CCOC(=O)C1=C(C)NC(C)=C(C(=O)OCC)C1c1ccccc1C=CC(=O)OC(C)(C)C | -9% | ?
CCC(Cc1c(I)cc(I)c(O)c1I)C(=O)O (centres undefined) | 6% | ?
NC(N)=NCC1COc2ccccc2O1 (centres undefined) | -10% | -1%[19.4 µM]
CC(C)c1ncc([N+](=O)[O-])n1C | 1% | 3%[19.4 µM]
OC[C@@H]1O[C@](CO)(O[C@H]2O[C@H](CO)[C@@H](O)[C@H](O)[C@H]2O)[C@H](O)[C@H]1O | 1% | 1%[19.4 µM]
O=S(=O)(O)c1cc(O)c2c(N=Nc3ccc(Nc4ccccc4)c4c(S(=O)(=O)O)cccc34)cc(S(=O)(=O)O)cc2c1 | 79%[activator] | 3.2µM*
OC[C@H]1O[C@@](CO)(O[C@H]2O[C@H](CO)[C@@H](O)[C@H](O)[C@H]2O)[C@@H](O)[C@@H]1O | 4% | 1%[19.4 µM]
C[C@]12CCC(=O)C=C1[C@@H]1C[C@H]1[C@H]1[C@@H]3[C@@H]4C[C@H]4[C@@]4(CCC(=O)O4)[C@@]3(C)CC[C@@H]12 | -1% | -11%[60.1 µM]
COc1ccc(C(=O)/C(Br)=C/C(=O)O)cc1 | 0% | 3%[19.4 µM]
C=C(NCc1ccccc1)c1ccccc1O | 2% | 0%[19.4 µM]
C#C[C@@]1(O)CC[C@@H]2[C@H]3CCC4=C/C(=N\O)CC[C@H]4[C@@H]3CC[C@]21CC | -2% | 0%[19.4 µM]
C[C@@](Cc1ccccc1)(NC(=O)CN)c1ccccc1 | -10% | -9%[19.4 µM]
CC(C)CN(C[C@@H](OP(=O)(O)O)[C@H](Cc1ccccc1)NC(=O)O[C@@H]1CCOC1)S(=O)(=O)c1ccc(N)cc1 | 6% | -5%[19.4 µM]
C[C@@H]1CC2C3CCC4=CC(=O)C=C[C@]4(C)[C@@]3(F)[C@@H](O)C[C@]2(C)[C@@]1(O)C(=O)COC(=O)c1cccc(S(=O)(=O)O)c1 (some centres undefined) | 1% | 9%[19.4 µM]
COC(F)(F)C(Cl)Cl | 3% | 0%[19.4 µM]
C[C@]1(c2ccccc2)OC(C(=O)O)=CC1=O | 1% | 3%[19.4 µM]
CC(C)=CCC/C(C)=C/CC/C(C)=C/CC/C=C(\C)CC/C=C(\C)CCC=C(C)C | 2% | -1%[19.4 µM]
(further entries)
SMILES | BLM helicase inh | POLK inh
NCC[C@H](O)C(=O)N[C@@H]1C[C@H](N)[C@@H](O[C@H]2O[C@H](CN)CC[C@H]2N)[C@H](O)[C@H]1O[C@H]1O[C@H](CO)[C@@H](O)[C@H](N)[C@H]1O | 100%[activator] | 3%[19.4 µM]
COc1ccc2cc1Oc1cc3c(cc1OC)CC[N+](C)(C)C3Cc1ccc(cc1)Oc1c(OC)c(OC)cc3c1C(C2)[N+](C)(C)CC3 (centres undefined) | 69%[activator] | -11%[19.4 µM]
COc1ccc2c(=O)c(C)c(-c3ccccc3)oc2c1CN(C)C | 5% | 3%[19.4 µM]
COCC(=O)Nc1cc(Sc2ccccc2)ccc1N=C(NC(=O)OC)NC(=O)OC | -2% | 0%[19.4 µM]
CC(C)C1=CC2=CC[C@@H]3[C@](C)(CCC[C@@]3(C)C(=O)O)[C@H]2CC1 | 4% | -4%[60.1 µM]
C=C1NC(=O)c2cc(CN(C)c3ccc(C(=O)N[C@@H](CCC(=O)O)C(=O)O)s3)ccc2N1 | 4% | -1%[60.1 µM]
CCN(CC)CCOC(=O)c1cccnc1 | 3% | 10%[19.4 µM]
CCC(=O)OC1C(N(C)C)CC(C)O[C@H]1O[C@H]1[C@H](C)[C@@H](O[C@H]2CC(OC)[C@@H](O)C(C)O2)[C@H](C)C(=O)O[C@@H](CC)[C@](C)(O)[C@@H](O)[C@H](C)C(=O)[C@@H](C)C[C@]1(C)O (some centres undefined) | 3% | 3%[19.4 µM]
CC(C)C[C@H](NC(=O)[C@@H](Cc1c[nH]c2ccccc12)NC(=O)[C@@H](Cc1ccc(O)cc1)NC(=O)[C@@H](CO)NC(=O)[C@@H](Cc1c[nH]c2ccccc12)NC(=O)C(Cc1cnc[nH]1)NC(=O)C1CCC(=O)N1)C(=O)N[C@@H](CCCN=C(N)N)C(=O)N1CCC[C@@H]1C(=O)NCC(N)=O (some centres undefined) | 4% | -6%[19.4 µM]
O=C(Nc1ccc(O)cc1)c1ccccc1O | -1% | -7%[60.1 µM]
CCOc1ccc(N=Nc2ccc(N)cc2N)cc1 | -17% | -5%[19.4 µM]
O=S(=O)(O)CC(S)CS (centres undefined) | -2% | -1%[19.4 µM]
CC(=O)Nc1ccc(OC(C)=O)cc1 | 3% | -9%[19.4 µM]
COc1cc2c(cc1O)CCN[C@@]21CS[C@H]2c3c(OC(C)=O)c(C)c4c(c3C(COC1=O)N1C2C2c3c(cc(C)c(OC)c3O)CC([C@@H]1O)N2C)OCO4 (some centres undefined) | 10µM* | -19%[19.4 µM]
O=C(O)[C@@H](S)[C@H](S)C(=O)O | 6% | ?
CCCCCCCCCCCC(=O)OCC(O)C1OCC(O)C1O (centres undefined) | -5% | -8%[19.4 µM]
CNC1C(O)C(OC2C(NC(=O)C(O)CN)CC(N)C(OC3OC(CN)C(O)C(O)C3O)C2O)OCC1(C)O (centres undefined) | 1% | 0%[60.1 µM]
CCN(CC)CCC(=O)N1c2ccccc2Sc2ccc(C(F)(F)F)cc21 | 4% | 1%[19.4 µM]
O=C(O)CC(O)CC(O)/C=C/c1c(C2CC2)nc2ccccc2c1-c1ccc(F)cc1 (centres undefined) | -9% | 2%[60.1 µM]
OC/C=C/c1ccccc1 | -15% | -12%[60.1 µM]
NC(=O)CCC1NC(=O)C(Cc2ccccc2)NC(=O)C(Cc2ccc(O)cc2)NC(=O)CCSSCC(C(=O)N2CCCC2C(=O)NC(CCCN=C(N)N)C(=O)NCC(N)=O)NC(=O)C(CC(N)=O)NC1=O (centres undefined) | 5% | 2%[19.4 µM]
O=C1Oc2ccccc2C(=O)C1C(CC(O)c1ccc(-c2ccc(Br)cc2)cc1)c1ccccc1 (centres undefined) | -23% | -2%[19.4 µM]
CC(C)(C)NC[C@H](O)CSc1nc(-c2ccc(C(N)=O)s2)cs1 | 50%[activator] | -1%[19.4 µM]
C[Se]CC[C@H](N)C(=O)O | 1% | 6%[19.4 µM]

Molecules above that have a halogen:
SMILES | BLM helicase inh | POLK inh
C[C@H]1O[C@@H](n2cc(F)c(=O)[nH]c2=O)[C@H](O)[C@H]1O | . | -1%[60.1 µM]
COc1cc2ccccc2cc1C(=O)OCC(=O)Nc1ccc(Br)cc1 | . | 89µM*
FC(F)(F)C(F)(F)C(F)(F)C(F)(F)C(F)(F)F | 5% | 3%[19.4 µM]
O=C1CSC2(CCN(CCCN3c4ccccc4Sc4ccc(Cl)cc43)CC2)N1 | 2% | -4%[60.1 µM]
C[C@]12C=CC(=O)N[C@@H]1CC[C@@H]1C2CC[C@]2(C)C(C(=O)Nc3cc(C(F)(F)F)ccc3C(F)(F)F)CC[C@@H]12 (some centres undefined) | 4% | -6%[60.1 µM]
Nc1nc(Cl)nc2c1ncn2[C@@H]1O[C@H](CO)[C@H](O)C1F (some centres undefined) | -9% | 1%[60.1 µM]
CCC(Cc1c(I)cc(I)c(O)c1I)C(=O)O (centres undefined) | 6% | ?
COc1ccc(C(=O)/C(Br)=C/C(=O)O)cc1 | 0% | 3%[19.4 µM]
C[C@@H]1CC2C3CCC4=CC(=O)C=C[C@]4(C)[C@@]3(F)[C@@H](O)C[C@]2(C)[C@@]1(O)C(=O)COC(=O)c1cccc(S(=O)(=O)O)c1 (some centres undefined) | 1% | 9%[19.4 µM]
COC(F)(F)C(Cl)Cl | 3% | 0%[19.4 µM]
CCN(CC)CCC(=O)N1c2ccccc2Sc2ccc(C(F)(F)F)cc21 | 4% | 1%[19.4 µM]
O=C(O)CC(O)CC(O)/C=C/c1c(C2CC2)nc2ccccc2c1-c1ccc(F)cc1 (centres undefined) | -9% | 2%[60.1 µM]
O=C1Oc2ccccc2C(=O)C1C(CC(O)c1ccc(-c2ccc(Br)cc2)cc1)c1ccccc1 (centres undefined) | -23% | -2%[19.4 µM]

Not all compounds are listed; rates above refer to the full screens.
